# Pin1 inh: inhibitors of human Pin1 | Q13526 | Pin1 FP peptide displacement, HiFluor488, 10 min | Potency, µM (doses to about 115 µM), without a hit: at the highest dose activity, negative = inhibition, actives largely listed as inhibitors | actives 0.009% (n = 390,000); active means well fitted inhibition curve with a large enough effect in the polarisation, with a control signal flat, not every such curve was filed as active; inconclusive means small, poorly fitted or top-dose-only effect, or effect the other way, or a change in a side signal; inactive means no such curve, though single readings can be large or run the other way; the % refers to the polarisation; further: potency means the concentration at half of the fitted maximal effect; on the % scale 0 is the no-effect control and ±100 the full control effect
# Target sequence (Q13526 whole entry, looked up): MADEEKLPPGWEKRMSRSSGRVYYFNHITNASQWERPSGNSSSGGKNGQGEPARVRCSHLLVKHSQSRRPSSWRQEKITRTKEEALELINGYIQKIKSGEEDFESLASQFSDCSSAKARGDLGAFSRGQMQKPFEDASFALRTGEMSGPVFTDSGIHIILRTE
# D2 agonist: D2 dopamine receptor (human) agonism; AID 485358; HEK293 T-REx D2 cells, calcium flux agonist mode; P14416; activation, % at 2 µM; actives 0.53% (n = 340,000);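 active means activation over 3 SD above normal in the single-dose calcium agonist read, cut at about 30% in these data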; further: 0% is about no effect
# Target sequence (P14416 whole entry, looked up): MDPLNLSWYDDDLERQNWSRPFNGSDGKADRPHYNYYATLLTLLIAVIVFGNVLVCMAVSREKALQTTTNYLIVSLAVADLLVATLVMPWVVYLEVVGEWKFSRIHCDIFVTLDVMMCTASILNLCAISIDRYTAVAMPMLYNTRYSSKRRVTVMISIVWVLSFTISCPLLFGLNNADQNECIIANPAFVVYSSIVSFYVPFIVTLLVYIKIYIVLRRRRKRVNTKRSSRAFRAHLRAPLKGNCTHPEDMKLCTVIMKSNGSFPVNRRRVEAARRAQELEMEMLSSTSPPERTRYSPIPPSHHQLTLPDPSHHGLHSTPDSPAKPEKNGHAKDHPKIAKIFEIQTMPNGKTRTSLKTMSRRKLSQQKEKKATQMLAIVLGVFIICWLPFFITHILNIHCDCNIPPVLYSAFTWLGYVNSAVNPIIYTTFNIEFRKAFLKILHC
#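 Agonism is scored from calcium flux in a force-coupled, inducible HEK293 cell line expressing D2, read kinetically for 180 s after compound addition against dopamine controls.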
# TrxR1 substrate: rat thioredoxin reductase 1 substrate activity; O89049; purified TrxR1 substrate turnover, NADPH consumption readout; Potency, µM (series often up to 114 µM), for the others: at the top dose activity change, negative = substrate turnover; actives 0.01% (n = 390,000); further: potency means the concentration at half of the fitted maximal effect; on the % scale 0 is the no-effect control and ±100 the full control effect; nearly all actives have a fitted effect of over 50% in size
#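 Rat TrxR1, dispensed at 90 nM, was prereduced with 400 uM NADPH (final) for 5 min at ~22 deg C, then incubated with compound 15 min before 400 uM selenite. A first-read NADPH fluorescence drop versus no-compound background flagged substrates.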
# mIDH1 inhibitor: blocks human mutant IDH1 R132H enzyme. AID 602179. Potency, µM (series often up to 76.6 µM), for inactives: top-dose activity change, negative = inhibition, usual class: inhibitors. actives 0.093% (n = 390,000). O75874. IDH1-R132H enzyme, NADPH consumption, diaphorase/resazurin fluorescence; further: potency means the concentration at half of the fitted maximal effect; on the % scale 0 is the no-effect control and ±100 the full control effect; nearly all actives have a fitted effect of over 65% in size
#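 IDH1-R132H (0.5 ug/mL dispensed) in pH 7.5 Tris buffer was preincubated 30 min with compound, then given a substrate mix of 0.016 mM NADPH and 2 mM alpha-KG for 80 min at room temperature; remaining NADPH was read by diaphorase/resazurin fluorescence.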
# rTrxR1 inhibitor: blocks rat thioredoxin reductase 1; AID 588453; recombinant rTrxR1, NADPH fluorescence consumption, selenite substrate; Potency, µM (doses to about 114 µM), for the others: at the top dose activity change, negative = inhibition, hits mostly inhibitors; O89049; actives 1% (n = 390,000); further: potency means the concentration at half of the fitted maximal effect; on the % scale 0 is the no-effect control and ±100 the full control effect; nearly all actives have a fitted effect of over 65% in size
#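 Rat TrxR1 (90 nM in the dispensed reagent) was pre-reduced with 400 uM NADPH for 5 min at room temperature, then incubated with compound for 15 min. After 400 uM selenite was added, NADPH fluorescence (Ex 340/Em 450 nm) was followed for 8 min.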
# USP1 inh: inhibitors of human USP1/UAF1 deubiquitinase | O94782 | recombinant USP1/UAF1, Ub-Rhodamine cleavage fluorescence | Potency, µM (titrated, usually from 57.1 µM), without a hit: at the highest dose activity change, negative = inhibition, actives largely listed as inhibitors | actives 0.23% (n = 390,000) | AID 743255; further: potency means the concentration at half of the fitted maximal effect; on the % scale 0 is the no-effect control and ±100 the full control effect; nearly all actives have a fitted effect of over 60% in size; inactives centre near -12
#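 In this screen, compounds sit with the deubiquitinase complex (1nM) for 15 min at room temperature before Ub-Rho is added at 150nM final. Fluorescence rise is then followed for 6 reads every 60 seconds.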
# D2 antagonist: antagonizes the human D2 dopamine receptor | HEK293 TREx D2 cells, calcium flux, dopamine EC80 | inhibition, % at 10 µM | actives 2% (n = 340,000); in the data active means inhibition above about 30%; further: 0% is about no effect
#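 Calcium flux kinetic readout in an inducible HEK293 TREx D2 line plated overnight at 30 C. After 180 s compound exposure, an EC80 dopamine challenge follows with another 180 s kinetic read to detect antagonism.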
# TRHR enhancer: TRH receptor (human) allosteric enhancement; TRHR cells, fluo-8 calcium fluorescence, EC20 TRH enhancement; enhancement, % at 2 µM; actives 0.66% (n = 360,000); AID 493056; in the data active means enhancement above about 30%; further: 0% is about no effect
# Target sequence (P34981 whole entry, looked up): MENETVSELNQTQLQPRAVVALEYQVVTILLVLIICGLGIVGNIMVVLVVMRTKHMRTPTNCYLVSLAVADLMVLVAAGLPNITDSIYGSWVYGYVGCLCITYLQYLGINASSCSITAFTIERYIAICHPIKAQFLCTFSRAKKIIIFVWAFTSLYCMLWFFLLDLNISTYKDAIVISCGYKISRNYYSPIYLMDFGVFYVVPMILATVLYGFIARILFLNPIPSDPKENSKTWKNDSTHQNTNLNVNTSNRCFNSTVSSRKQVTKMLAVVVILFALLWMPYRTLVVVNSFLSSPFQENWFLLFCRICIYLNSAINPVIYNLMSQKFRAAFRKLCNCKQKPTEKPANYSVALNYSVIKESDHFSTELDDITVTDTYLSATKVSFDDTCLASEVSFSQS
#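 Enhancer read-out: after compound pinning and an initial kinetic agonist-mode read, an EC20 of TRH (10 nM final) was injected and fluo-8 calcium signal (Ex 480/Em 530) followed at 1 s/cycle for 100 cycles in TRHR-expressing cells.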
# TRHR ag: agonists of human TRH receptor. AID 493084. activation, % at 2 µM. P34981. actives 0.18% (n = 360,000). TRHR cells, calcium flux fluo-8, FDSS agonist mode; in the data active means activation above about 30%; further: 0% is about no effect
#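 In this calcium-flux screen, cells bearing human TRHR are dye-loaded with fluo-8, baselined for 10 cycles, then exposed to library compounds; positive kinetic calcium responses during the agonist phase mark hits, with TRH as control.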
# * hit, by the source's call; ? = inconclusive; / = not tested or not shown; [ ] = remark or other dose. Unless noted, the call rests on the fitted dose curve; in most records, active means well fitted inhibition curve with a large enough effect; inconclusive means small, poorly fitted or top-dose-only effect; inactive means no such curve, though single readings can be large or run the other way.
SMILES,Pin1 inh,D2 agonist,TrxR1 substrate,mIDH1 inhibitor,rTrxR1 inhibitor,USP1 inh,D2 antagonist,TRHR enhancer,TRHR ag
O=C(c1ccccc1)C(CCc1ccccn1)CCc1ccccn1,-5%,/,9%[57.1 µM],0%,15%[57.1 µM],-5%,/,/,/
CCOC(=O)CC1=C(C(=O)OCC)C(c2ccc(C)o2)C(C#N)=C(N)O1 (stereo unspecified),?,/,-8%,3%,?,-14%,/,-3,0.9
COc1cc(/C=C2/N=C(c3ccccc3F)OC2=O)cc(Cl)c1OS(C)(=O)=O,-3%,-0.4,9%,10%,12%,-12%,7,30,0.2
O=C(NCCc1c[nH]c2ccccc12)C1CCN(Cc2ccc(Br)cc2)CC1,6%,-0.3,-1%,2%,34%,-18%,9,7,1.8
OCCN(Cc1ccccc1)Cc1ccc(C(F)(F)F)cc1,-2%,/,-10%,17%,-2%,-13%,/,3,0.7
COCCNC(=O)Cn1ccc2cc(S(=O)(=O)N3CCCCC3)ccc21,0%,-0.5,7%[57.1 µM],6%,15%[57.1 µM],-13%,4,-2,0.0
Cn1c(=O)c2c(-c3ccccc3Cl)n(Cc3ccc(Cl)cc3)cc2n(C)c1=O,-5%,-1.1,10%,?,22%,1%,/,8,-1.2
CCCCCCCCNS(=O)(=O)CCNCCCC,4%,/,-5%,9%,-15%,-20%,/,/,/
CC(C)CN(CCNC(=O)c1cc(-c2cccs2)nc2ccccc12)CC(C)C,0%,-0.9,63%[activator],-12%,7%,-7%,/,21,-0.1
Nc1ccc(OCC(O)C[n+]2ccc(CCS(=O)(=O)[O-])cc2)cc1 (stereo unspecified),-1%,2.2,4%,8%,11%,-25%,-15,0,1.1
CC1CC(C)C[N+](=C2C=C(N3CCCC3)CC(C)(C)C2)C1 (stereo unspecified),1%,1.8,-21%,3%,-17%,-3%,29,2,-0.1
CCC(=O)n1nc(-c2ccccc2)nc1NCc1ccccc1,-6%,-0.7,3%,0%,3%,-5%,-16,1,0.1
CSc1ccccc1C(=O)NCCOc1cccc(C)c1,4%,-0.7,-6%,10%,-7%[57.1 µM],-17%,21,-6,-0.4
COc1nc(N/N=C/c2ccc(-c3cccc([N+](=O)[O-])c3)o2)nc(N2CCOCC2)n1,/,0.2,/,/,/,/,6,12,0.5
CC1CCc2c(sc3nc(CN4CCOCC4)nc(Sc4ccccc4)c23)C1 (stereo unspecified),-2%,-2.3,5%,0%,-4%,-19%,-22,-1,0.0
COc1ccc(Cl)cc1NC(=S)N(CCN1CCOCC1)C1CCN(C(C)=O)CC1,3%,/,2%,1%,0%,-25%,/,5,0.0
CCCS(=O)(=O)c1c(S(=O)(=O)CCC)c2ccc(C(N)=O)cn2c1C(=O)OC,-7%,0.6,23%,0%,18%,-16%,-21,-2,-0.9
COc1cccc(C2C(C(=O)Nc3ccccc3OC)=C(C)Nc3nc(-c4ccco4)nn32)c1 (stereo unspecified),-2%,-1.5,-8%,3%,?,-21%,/,-7,-1.1
COc1ccc(-c2noc(-c3ccc(C)cc3Cl)n2)cc1OC,-2%,-0.1,0%,9%,16%,-11%,/,19,-0.2
CN(C(=O)COC(=O)c1ccccc1SCC(=O)NC1CCCCCCC1)C1CCS(=O)(=O)C1 (stereo unspecified),-4%,-0.4,-7%,-2%,6%[57.1 µM],-19%,-6,25,-0.4
Cn1c(=S)ccc2ccccc21,3%,1.7,3%[57.1 µM],-4%,5%[57.1 µM],-24%,-8,1,0.5
CC(NC(=O)NC(=O)c1ccc(Cl)cc1Cl)C1CC1 (stereo unspecified),0%,0.2,-5%,-6%,19%[57.1 µM],-2%,-6,-2,1.3
CCCC(=O)N1CC(=O)Nc2ccc(Cl)cc2C1c1ccccc1 (stereo unspecified),1%,-0.6,2%,0%,27%,?,/,0,-0.2
O=c1c2ccccc2cnn1-c1nc2ccccc2[nH]1,-2%,0.0,15%,15%,10%,-14%,11,-5,-0.8
CN(C)S(=O)(=O)c1ccc(/C(O)=C2/C(=O)C(=O)N(Cc3cccnc3)C2c2ccco2)cc1 (stereo unspecified),-18%,0.4,-8%,-2%,?,-4%,-2,-4,0.2

# A different layout for some results above.
# Each structure is followed by: Pin1 inh, D2 agonist, TrxR1 substrate, mIDH1 inhibitor, rTrxR1 inhibitor, USP1 inh, D2 antagonist, TRHR enhancer, TRHR ag
CCCS(=O)(=O)c1c(S(=O)(=O)CCC)c2ccc(C(N)=O)cn2c1C(=O)OC
→ -7%, 0.6, 23%, 0%, 18%, -16%, -21, -2, -0.9
COc1cccc(C2C(C(=O)Nc3ccccc3OC)=C(C)Nc3nc(-c4ccco4)nn32)c1 (stereo unspecified)
→ -2%, -1.5, -8%, 3%, ?, -21%, /, -7, -1.1
COc1ccc(-c2noc(-c3ccc(C)cc3Cl)n2)cc1OC
→ -2%, -0.1, 0%, 9%, 16%, -11%, /, 19, -0.2
CN(C(=O)COC(=O)c1ccccc1SCC(=O)NC1CCCCCCC1)C1CCS(=O)(=O)C1 (stereo unspecified)
→ -4%, -0.4, -7%, -2%, 6%[57.1 µM], -19%, -6, 25, -0.4
Cn1c(=S)ccc2ccccc21
→ 3%, 1.7, 3%[57.1 µM], -4%, 5%[57.1 µM], -24%, -8, 1, 0.5
CC(NC(=O)NC(=O)c1ccc(Cl)cc1Cl)C1CC1 (stereo unspecified)
→ 0%, 0.2, -5%, -6%, 19%[57.1 µM], -2%, -6, -2, 1.3
CCCC(=O)N1CC(=O)Nc2ccc(Cl)cc2C1c1ccccc1 (stereo unspecified)
→ 1%, -0.6, 2%, 0%, 27%, ?, /, 0, -0.2
O=c1c2ccccc2cnn1-c1nc2ccccc2[nH]1
→ -2%, 0.0, 15%, 15%, 10%, -14%, 11, -5, -0.8
CN(C)S(=O)(=O)c1ccc(/C(O)=C2/C(=O)C(=O)N(Cc3cccnc3)C2c2ccco2)cc1 (stereo unspecified)
→ -18%, 0.4, -8%, -2%, ?, -4%, -2, -4, 0.2

# Other compounds:
SMILES,Pin1 inh,D2 agonist,TrxR1 substrate,mIDH1 inhibitor,rTrxR1 inhibitor,USP1 inh,D2 antagonist,TRHR enhancer,TRHR ag
CC1CCC(NC(=O)c2ccc(CS(=O)(=O)c3c(Cl)cccc3Cl)o2)CC1 (stereo unspecified),1%,-1.6,5%,1%,22%,-21%,/,-4,0.6
CC(C)C1N=C2c3ccccc3N=C(SCC(=O)NCc3ccc(F)cc3)N2C1=O (stereo unspecified),-7%,-2.2,11%[57.1 µM],-15%,15%[57.1 µM],-17%,/,-3,-0.6
CC(C)CCOC(=O)C1C2C=CC3(CN(Cc4cccs4)C(=O)C13)O2 (stereo unspecified),4%,-0.6,-7%[57.1 µM],7%,0%[57.1 µM],-20%,33*,-3,0.1
CC(C)NC(=O)N(C)C[C@H]1Oc2ccc(NC(=O)C3CCCCC3)cc2C(=O)N([C@H](C)CO)C[C@@H]1C,-8%,/,-1%,-4%,-6%,-15%,/,/,/
O=C(c1ccccc1)C(O)C(c1ccccc1)N1CCOCC1 (stereo unspecified),-4%,-0.8,-7%,15%,2%,-18%,4,7,-1.1
NC(=S)Nc1cc2ccccc2c2ccccc12,8%,-0.2,-10%,9%,-20%,-11%,-8,-2,-0.2
Cc1cccn2c(=O)c(C(=O)NC3CCCCC3)c(O)nc12,1%,0.0,1%,-1%,4%,-13%,-12,-1,0.0
N#CCCN(Cc1ccccc1)C(=O)c1cccs1,14%,0.3,4%,2%,7%[57.1 µM],-21%,21,7,0.2
Nc1nnc(CCS(=O)(=O)c2cc(Cl)ccc2Cl)s1,1%,-1.3,5%,5%,12%,-11%,-14,10,-0.2
CCOC(=O)C1CCN(C(=O)CN(c2cc(Cl)ccc2OC)S(=O)(=O)c2ccccc2)CC1,-4%,0.8,-9%,9%,-12%,-22%,6,22,1.2
COc1cccc(-c2nnc(NC(=O)c3ccc(S(=O)(=O)N4CCOCC4)cc3)o2)c1,-2%,0.4,-5%,7%,0%,-15%,30,-5,-0.1
COc1ccccc1Cn1nnc2c(=O)[nH]c(C3CCN(C(=O)c4ccccc4Cl)CC3)nc21,-6%,-0.1,0%,-6%,4%,-12%,-8,-3,0.0
CCN(CCCNC(=O)CCNC(=O)Cn1ccc2ccccc2c1=O)c1ccccc1,-3%,0.6,6%,-1%,-5%[57.1 µM],2%,9,-8,-0.2
CCn1c(SC)nc2cc(S(=O)(=O)N3CCCCC3)ccc21,15%,0.1,14%,0%,20%,-19%,23,5,-0.2
Cc1ccc(S(=O)(=O)N2CCN(Cc3nc4ccccc4[nH]3)CC2)cc1C,11%,-0.4,-1%,-1%,?,-6%,3,-8,0.5
COc1cccc(C(C)NC(=S)NCc2ccc(F)cc2)c1 (stereo unspecified),6%,0.4,-3%,9%,0%,-24%,-4,-9,1.4
COc1ccc(S(=O)(=O)N[C@@H](Cc2ccccc2)C(=O)N2CC[C@@]3(O)CCCC[C@H]3C2)cc1,2%,/,-16%,5%,11%[57.1 µM],-3%,/,-2,-1.7
Cc1c(Nc2nc3ccccc3n3cnnc23)cccc1[N+](=O)[O-],0%,1.0,-2%,0%,12%,-8%,-14,8,1.5
Cc1cc(/C=C2/C(=N)N3C(=NC2=O)SN=C3S(C)(=O)=O)c(C)n1-c1ccc(F)cc1,-15%,-0.9,-4%,0%,-7%,-13%,-1,7,0.5
COc1ccc(Cl)cc1NC(=O)CN(C)C(=O)c1ccc2c(c1)CC(c1ccccc1)OC2=O (stereo unspecified),5%,1.0,4%,6%,15%,-15%,-29,-4,-0.2
Cn1c(SCC(=O)Nc2nccs2)nnc1C12CC3CC(CC(C3)C1)C2,0%,1.7,6%,1%,17%,-9%,-15,-6,-0.1
O=C(CNS(=O)(=O)c1ccccc1)OCC(=O)c1ccccc1Cl,0%,0.6,6%,-5%,46%[activator],-23%,-10,2,0.0
COc1ccc(NC(=S)N(CCN2CCOCC2)Cc2cc3cc4c(cc3[nH]c2=O)OCCO4)cc1,1%,-0.4,16%,-10%,-13%,-24%,-6,3,1.4

# High-throughput results: PubChem BioAssay, National Center for Advancing Translational Sciences (NCATS)

# This is a subset; the hit share may differ from the screen's.
